E-sel inducer – E-selectin induction in HUVECs, primary screen, imaging, HUVEC, immunofluorescence imaging, single point. AID 686992, 2013. P16581. activation, % at 7.58 µM. actives 0.37% (n = 260,000). normalized: neutral wells 0, TNF-alpha wells 100;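 active means mean E-selectin-positive cell signal at least 10% of the positive control, reached in at least 60% of replicates, without over 20% cell loss; inconclusive means no rule given, readout overlaps actives, possibly toxicity-flagged; inactive means the rest, including those meeting only one limit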;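 further: in these data hits start at about 27%; measured in HUVEC primary endothelial cells; signal is the percent of cells scored E-selectin positive by PE staining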
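System: HUVEC, human umbilical vein endothelial cells; quantity: 3,000 cells/well; buffer or medium: EGM-2 medium, gelatin-coated wells; dosing: single-point compound dose; detection: immunofluorescence imaging; evaluation: % PE-positive cells; benchmarks: TNF-alpha, DMSO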
PglD DTNB – C. jejuni PglD acetyltransferase inhibitors, primary screen, biochemical, DTNB colorimetric, single point; UDP-N-acetylbacillosamine N-acetyltransferase PglD (Campylobacter jejuni); purified PglD enzyme, DTNB colorimetric CoA detection; inhibition, % at 12.5 µM; actives 0.098% (n = 360,000); AID 602405, 2012; in the data active means inhibition above about 16%, passing the limit was not always enough; inconclusive means no clear call, values can overlap the other calls; further: strong numbers were not always called active
ERp5 inh – inhibitors of ERp5-driven insulin aggregation, primary screen, biochemical, turbidity, absorbance 650 nm, single point; inhibition, % at 9.99 µM; Protein disulfide-isomerase A6 (Homo sapiens), Q15084; AID 651711, 2012; actives 0.05% (n = 350,000); 90 min;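 active means mean replicate inhibition above about 25%, with every replicate also reaching it, limit read from the data, passing the limit was not always enough; inconclusive means only one of those two criteria met; inactive means neither criterion met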
Target sequence (Q15084 whole entry, looked up): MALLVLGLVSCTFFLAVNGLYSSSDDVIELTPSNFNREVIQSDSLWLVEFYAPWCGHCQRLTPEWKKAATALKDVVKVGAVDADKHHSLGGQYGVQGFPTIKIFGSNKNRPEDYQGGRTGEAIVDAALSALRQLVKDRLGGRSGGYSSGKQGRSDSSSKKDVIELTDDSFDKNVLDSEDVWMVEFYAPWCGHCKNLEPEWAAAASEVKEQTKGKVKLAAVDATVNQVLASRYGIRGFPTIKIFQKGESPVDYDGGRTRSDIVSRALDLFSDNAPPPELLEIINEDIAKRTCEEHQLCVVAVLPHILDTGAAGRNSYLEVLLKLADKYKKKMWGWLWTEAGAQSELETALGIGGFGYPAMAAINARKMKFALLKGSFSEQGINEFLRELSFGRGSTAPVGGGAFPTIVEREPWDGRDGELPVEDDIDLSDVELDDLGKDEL
DENV2 CPE – inhibitors of DENV2 cytopathic effect, primary screen, cell-based, plate reader, single concentration; DENV2-infected cells, cytopathic effect rescue; actives 1.7% (n = 350,000); CPE inhibition, % at 9.99 µM; in the data active means CPE inhibition above about 20%, passing the limit was not always enough; inconclusive means no clear call, values can overlap the other calls; tested in BHK-21 cells;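 further: 0% = median of neutral control wells and 100% = median of positive control wells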
S100A4 MyoIIA – inhibitors of S100A4-myosin IIA peptide binding, primary screen, biochemical, fluorescence polarization, TAMRA-MyoIIA peptide | actives 0.14% (n = 360,000) | AID 652163, 2013 | inhibition, % at 10.7 µM | Protein S100-A4 (Homo sapiens), P26447;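 active means mean inhibition of at least 70% across replicates, with every replicate also reaching that level; inconclusive means mean inhibition reaches 70% but some replicates fall short; inactive means mean inhibition below 70%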
Target sequence (P26447 whole entry, looked up): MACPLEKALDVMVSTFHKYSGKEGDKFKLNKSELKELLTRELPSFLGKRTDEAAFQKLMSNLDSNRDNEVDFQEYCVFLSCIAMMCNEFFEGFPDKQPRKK
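Material: S100A4 monomer protein / Buffer or medium: 50 mM HEPES pH 7.2, 10 mM CaCl2, 100 mM KCl / Times: 5 min incubation before reading / Benchmarks: neutral control DMSO, positive control TFP / Reagent: labelled myosin peptide probe, 5 nM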
Statin myotox sup – suppressors of statin myotoxicity in C2C12 myotubes, primary screen, cell-based, single point, plate reader | rescue of ATP level, % at 7.49 µM | C2C12 myotubes + simvastatin, ATP luminescence, 48 h; scaled: DMSO 0, geranylgeraniol control 100 | AID 602340, 2012 | actives 0.78% (n = 330,000);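 active means mean ATP rescue above about 67%, or every replicate alone reaching that limit, limit read from the data, passing the limit was not always enough; inconclusive means no clear call, values can overlap the other calls; inactive means mean under the limit and some replicate under it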;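 further: myotubes were challenged with 10 µM simvastatin during compound exposure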
SIRT5 inh – SIRT5 desuccinylase inhibitors, primary screen, biochemical, fluorescence imaging, single point, set 5; Purified SirT5, succinyl-peptide AMC, trypsin-coupled fluorescence; inhibition, % at 15 µM; actives 1.1% (n = 330,000); AID 652115, 2013; in the data active means inhibition above about 15%; inconclusive means no clear call, values can overlap the other calls
Target sequence (Q9NXA8 whole entry, looked up): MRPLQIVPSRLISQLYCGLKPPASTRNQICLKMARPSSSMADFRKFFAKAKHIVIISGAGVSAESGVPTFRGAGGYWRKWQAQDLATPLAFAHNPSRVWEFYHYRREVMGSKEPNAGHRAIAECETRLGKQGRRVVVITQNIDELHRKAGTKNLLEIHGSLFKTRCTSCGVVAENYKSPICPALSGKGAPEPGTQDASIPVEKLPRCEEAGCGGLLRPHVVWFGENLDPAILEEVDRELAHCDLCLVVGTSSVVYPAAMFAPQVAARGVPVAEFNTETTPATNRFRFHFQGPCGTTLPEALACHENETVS
Numbers without * were called inactive; ? = inconclusive; / = not tested or not shown. Some of the compounds tested; rates above refer to the full screens.

SMILES	E-sel inducer	PglD DTNB	ERp5 inh	DENV2 CPE	S100A4 MyoIIA	Statin myotox sup	SIRT5 inh
O=[N+]([O-])c1ccccc1/C=C\C=N\N1CCN(c2ccccc2)CC1	/	1	2	-3	0	11	0
COc1ccc2[nH]c(=O)c(CN(C(=O)c3cccnc3)c3cc(C)ccc3C)cc2c1	3.8	/	-4	6	-3	/	-7
O=C(N[C@H](C(=O)N1CCC[C@H]1C(=O)NCCc1ccccc1Cl)c1ccccc1)C1CCCC1	-0.1	/	-4	6	-1	/	2
Cc1cccc(N(C(=O)c2snc(C(N)=O)c2N)C(C(=O)NCC2CCCO2)c2ccc3ncccc3c2)c1 (centres undefined)	2.1	9	-2	-1	-1	5	-1
Cc1cccc(N(C)S(=O)(=O)c2csc(C(N)=O)c2)c1	0.1	0	-2	1	-19	3	-6
CC(C)c1cc(C(N)=O)c(NC(=O)C2CCC2)s1	/	/	-4	-3	-4	/	1
O=C(Cn1nc(C(=O)O)c2ccccc2c1=O)Nc1cccc(S(=O)(=O)N2CCOCC2)c1	-1.1	5	-1	-5	-11	10	3
CC1=CC(C)(C)NC(=S)N1NC(=O)c1ccccc1Cl	-0.4	/	-1	-3	-17	/	1
O=S(=O)(c1ccccc1F)N1C[C@@H]2[C@H](c3ccccc31)[C@H](CO)N2Cc1ccc2c(c1)OCO2	-0.3	4	/	-7	/	11	/
COc1cc(/C=C2/C(=O)NN(c3cccc(F)c3)C2=O)ccc1OC(=O)c1ccco1	/	2	1	2	2	/	-2
COc1ccc2c(c1OC)C(=O)N(c1cccc(NC(C)=O)c1)C2	/	-2	1	-1	-6	-10	-2
COc1ccc(CN(C(=O)CN2C(=O)C(C)Oc3ccccc32)C2CCCC2)c(OC)c1 (centres undefined)	/	0	2	-6	-3	46	-3
CCCCn1c(N)c(N(CC(C)C)C(=O)c2cccc(OCc3ccccc3)c2)c(=O)[nH]c1=O	-0.1	6	6	1	2	-4	-4
O=C(CN1C(=O)NC2(CCCC2)C1=O)Nc1ccc(Cl)c(C(F)(F)F)c1	/	-1	1	0	1	-42	-3
CCOC(=O)N1CCN(c2cc(C)nc3nc(C)nn23)CC1	1.1	1	-5	9	2	9	2
CC1(C(=O)NS(=O)(=O)C2CC2)CCN(C(=O)c2cccc(OC(F)(F)F)c2)C1 (centres undefined)	0.6	-8	-2	?	2	0	-2
O=S(=O)(c1ccc(Cl)cc1)c1cc(O)ccc1O	/	/	4	3	4	-2	4
COc1ccc2c3c([nH]c2c1)[C@@H](CO)N(C)CC31CCN(S(=O)(=O)c2cn(C)cn2)CC1	0.1	/	-2	11	2	/	6
COCCN(C(=O)CSc1nnc(-c2ccc(Cl)cc2)o1)c1c(N)n(CC(C)C)c(=O)[nH]c1=O	0.3	0	0	7	0	0	7
COC(=O)c1ccccc1NC(=O)C1CCN(C(=O)N2CCOc3ccccc32)CC1	0.1	-2	-6	3	1	-2	-3
O=C(COC(=O)c1cc(=O)[nH]c2ccccc12)Nc1nc(-c2ccc(F)cc2)cs1	0.1	-10	0	11	-11	3	-2
C/C=C/c1ccc([C@H]2[C@H](CO)N3C(=O)CN(C(=O)c4cnccn4)C[C@@H]23)cc1	0.7	/	-6	-3	3	/	-1
CC(C)[C@@H]1COCc2cn(nn2)CC[C@@H](Cc2ccccc2)C(=O)N1	-0.1	/	1	7	-7	/	-1
CCOc1ccc(CNC(=S)N/N=C/c2ccncc2)cc1	-0.1	/	3	-3	1	/	-2
CCc1cccc(CC)c1C(OC(C)=O)c1cccnc1 (centres undefined)	0.2	/	1	1	-2	/	1

Continued; the last 2 above are carried over.
SMILES	E-sel inducer	PglD DTNB	ERp5 inh	DENV2 CPE	S100A4 MyoIIA	Statin myotox sup	SIRT5 inh
CCOc1ccc(CNC(=S)N/N=C/c2ccncc2)cc1	-0.1	/	3	-3	1	/	-2
CCc1cccc(CC)c1C(OC(C)=O)c1cccnc1 (centres undefined)	0.2	/	1	1	-2	/	1
CN(C)CC(NC(=O)c1cccc(S(=O)(=O)Nc2ccc3c(c2)OCO3)c1)c1ccccc1 (centres undefined)	-1.8	-3	4	12	12	-11	1
COc1ccc(S(=O)(=O)N(CC(=O)NCc2ccco2)c2ccc(F)cc2)cc1	/	0	-3	1	-2	7	-3
CC(=O)c1nn(-c2cccc(C)c2)cc1C(=O)c1cccc(Br)c1	0.6	-17	9	8	-2	-1	1
COc1ccc(-c2cc(C(=O)Nc3cccnc3Cl)no2)cc1OC	0.1	0	0	10	-3	4	-1
CNS(=O)(=O)c1cccc(C(=O)NCC2CCCCC2)c1	0.5	7	-2	-6	-2	-10	2
O=C(c1cccc(S(=O)(=O)NCc2ccccc2)c1)N1CCCC1	2.2	/	2	1	-3	/	2
O=C(C[C@H]1C[C@H]2c3cc(NC(=O)c4cccnc4)ccc3O[C@H]2[C@H](CO)O1)NCc1ccccc1F	0.0	1	5	3	-18	-3	-3
COc1ccc(C2N3CC4(C)CN2CC(C)(C3)C4=O)cc1OC (centres undefined)	1.1	2	-5	-7	1	8	-4
COC(=O)[C@@H](N)Cc1ccc(O)c(O)c1	1.6	3	-1	8	-3	5	3
COc1ccc(N2CC(C(=O)Nc3nnc(SCC(=O)Nc4ccc(NC(C)=O)cc4)s3)CC2=O)cc1 (centres undefined)	0.0	-8	0	?	-6	-8	0
CCOC(=O)C1CCCN(C(=O)c2ccc3sccc3c2)CC1 (centres undefined)	-0.1	-3	-2	-7	2	-2	/
Cc1ccc2c(c1)C(c1ccccc1)N(C(=O)c1ccc(F)cc1)CC(=O)N2 (centres undefined)	0.0	/	-2	-3	0	/	-3
COc1ccc(C(=O)c2c3ccc([N+](=O)[O-])cc3[n+]([O-])n2CCCC(N)=O)cc1	-0.1	-2	-2	-6	0	10	6
C#Cc1ccc([C@H]2C=C(C(=O)NC3CC3)O[C@@H](OCc3ccc(CO)cc3)C2)cc1	/	/	2	0	2	/	-3
C[C@@H]1CN([C@H](C)CO)C(=O)c2cc(NC(=O)Nc3ccccc3)ccc2O[C@H]1CN(C)C(=O)NC1CCCCC1	6.2	0	-3	11	-11	-6	-2
NC(=NC(=O)c1ccc(OC(F)(F)F)cc1)c1ccc(C(F)(F)F)cn1	/	/	-5	-1	20	/	-1
CCOc1ccc(Oc2c(/C=N/NC(N)=O)c(C)nn2-c2ccccc2)cc1	/	/	-1	-3	-5	/	3
C[C@@H]1CN([C@H](C)CO)C(=O)c2cc(NC(=O)Nc3ccc(F)cc3)ccc2O[C@@H](C)CCCCO[C@@H]1CN(C)C(=O)CCCN(C)C	0.1	/	-9	4	1	/	-7
CC(=O)C1=C(C)N(Cc2ccc(F)cc2)C(=S)NC1c1ccccc1 (centres undefined)	0.0	/	-1	-7	40	/	-3
COCCCNc1nc2c(-c3ccc(Cl)cc3)nnn2c2ccccc12	0.5	0	0	-17	1	-9	0
COC(=O)c1ccc(Cn2nnc3c(=O)[nH]c(C4CCN(S(=O)(=O)c5ccc(F)cc5)CC4)nc32)cc1	7.0	6	-11	7	-1	1	-6
O=C(O)/C(=C\c1cn(-c2ccccc2)nc1-c1ccc(Cl)cc1)NC(=O)c1ccccc1	/	6	1	-1	-6	/	-4
O=C(NCCN1CCOCC1)C(=O)NCC1OCCN1C(=O)c1ccc(Cl)cc1 (centres undefined)	1.1	2	6	-6	-5	4	2
Cc1ccc(-n2c(C)cc(C3N=C(N)Nc4nc5ccccc5n43)c2C)c(C)c1 (centres undefined)	/	-3	3	14	-1	35	-3
COc1ccc(S(=O)(=O)N2CCN(Cc3ccccc3)CC2)cc1OC	/	11	-3	5	18	2	/
(listing goes on)
SMILES	E-sel inducer	PglD DTNB	ERp5 inh	DENV2 CPE	S100A4 MyoIIA	Statin myotox sup	SIRT5 inh
O=C(Nc1ccc(Cl)cc1Cl)c1ccc(-c2ccccc2)cc1	/	/	-2	7	-4	/	-5
CCCNC(=O)C[C@H]1CC[C@H]2[C@@H](COC[C@H](O)CN2CC2CCCCC2)O1	0.0	1	0	4	9	-2	9
CCc1cnc(N2[C@H](C#N)[C@@H](c3ccc(-c4cccc(F)c4)cc3)[C@@H]2CO)s1	-0.2	0	1	-1	4	25	3
CC(C)NC(=O)Nc1ccc2c(c1)C(=O)N([C@H](C)CO)C[C@H](C)[C@@H](CN(C)C(=O)c1ccccc1)OCCCC[C@H](C)O2	-0.2	-3	-1	48*	-23	-1	0
O=C(NCCc1ccncc1)Nc1ccc(F)cc1	0.0	2	1	1	103*	2	-4
Cc1ccc(-c2csc3ncn(CC(=O)OC(C)C)c(=O)c23)cc1	/	-4	2	-2	-1	4	-3
CCc1ccc(/C=N/NC(=O)C(=O)NCCCN2CCOCC2)cc1	/	0	-6	-16	-2	6	0
CCOc1cc(N2CCOCC2)c(OCC)cc1NC(=O)c1ccc2ncsc2c1	0.3	1	3	-2	0	-1	6
CSc1ccccc1NC(=O)CN(c1ccccc1Br)S(C)(=O)=O	-2.1	4	-3	?	-2	/	1
CCC(=O)N1CCN(c2ccc(NC(=O)c3ccc4c(c3)OCCO4)cc2)CC1	/	5	-8	11	-3	3	-2
O=C(N/N=C/c1ccc(N2CCOCC2)cc1)C1CC1	/	-2	2	1	10	-8	-3
CCOC(=O)/C=C/c1cccc(OC)c1O	-0.3	/	1	4	-35	/	0
COC(=O)C1C(=O)C(C(=O)c2ccccc2)C(=O)CC1(C)C (centres undefined)	/	-5	-2	-4	-2	-12	-1
CN1CCCCN2[C@@H](CO)[C@@H](c3ccc(-c4ccc(F)cc4)cc3)[C@@H]2C1	-0.2	-1	-6	?	0	-3	-4
CCCNC(=O)N1C[C@@H](O)COC[C@@H]2O[C@H](CC(=O)N3CCC(Cc4ccccc4)CC3)CC[C@H]21	0.0	-3	0	0	-2	-7	23*
CN(C)C(=O)[C@H]1[C@H](CO)[C@H]2Cn3c(ccc(-c4ccncc4)c3=O)[C@H]2N1Cc1ccccc1F	-0.3	0	0	1	13	17	-2
COc1ccc(NC(=O)c2cc(S(=O)(=O)N(C)C)ccc2N2CCCC2)cc1Cl	-2.4	/	2	2	-1	/	1
C[C@H]1CN([C@@H](C)CO)C(=O)Cc2cc(NS(=O)(=O)c3ccc(Cl)cc3)ccc2O[C@@H]1CN(C)C(=O)NC1CCCCC1	0.6	-1	7	10	-7	6	-1
COc1ccc(NC(=O)N(C)C[C@H]2OCCCC[C@H](C)Oc3ccc(NS(=O)(=O)c4ccc(C)cc4)cc3C(=O)N([C@@H](C)CO)C[C@@H]2C)cc1	/	-4	-2	-1	35	/	2
CCOC(=O)CNC(=O)C(Cc1ccccc1)NC(=O)OCc1ccccc1 (centres undefined)	1.4	/	-20	-2	-2	/	-6
COc1cc(CN2CCCC(N3CCN(c4ccccc4C)CC3)C2)ccc1O (centres undefined)	0.2	-2	-3	?	-2	7	-5

Compound profiles, as listed above. Order of screens: E-sel inducer, PglD DTNB, ERp5 inh, DENV2 CPE, S100A4 MyoIIA, Statin myotox sup, SIRT5 inh
`CC(C)NC(=O)Nc1ccc2c(c1)C(=O)N([C@H](C)CO)C[C@H](C)[C@@H](CN(C)C(=O)c1ccccc1)OCCCC[C@H](C)O2` is entered as -0.2, -3, -1, 48*, -23, -1, 0
`COc1ccc(NC(=O)c2cc(S(=O)(=O)N(C)C)ccc2N2CCCC2)cc1Cl` is entered as -2.4, /, 2, 2, -1, /, 1
`CCc1ccc(/C=N/NC(=O)C(=O)NCCCN2CCOCC2)cc1` is entered as /, 0, -6, -16, -2, 6, 0

Screening data from PubChem.
